IEC-6 tox: counter-screen for KLF5 inhibitors: cytotoxicity in IEC-6 cells; IEC-6 cytotoxicity, luminescence viability; inhibition, % at 5 µM; 290,000 compounds, 0.78% hits; AID 1825; in the data active = inhibition above about 22%;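 also: 0% = plate median of test compound wells and 100% = cytotoxic reference compound wells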
HSP90 refold inh: blocks HSP90-mediated luciferase refolding in reticulocyte lysate; AID 1789; Rabbit reticulocyte lysate, luciferase refolding luminescence, 3 h; inhibition, % at 5.6 µM; 290,000 compounds, 0.91% hits;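 active = inhibition above the screen-wide mean plus 3 SD, computed separately per campaign, cut at about 16% in these data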;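 also: 0% = DMSO wells and 100% = 60 µM geldanamycin wells; inhibitors lower the luminescence because luciferase stays unfolded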
KLF5 inh: suppresses KLF5 promoter-driven expression; DLD-1 KLF5 promoter-luciferase reporter, luminescence; inhibition, % at 5 µM; 290,000 compounds, 0.23% hits;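 active = inhibition above a per-plate limit of that plate's mean compound inhibition plus 3 SD, cut at about 60% in these data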;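 also: 0% = DMSO wells and 100% = LY294002 at 200 µM; higher means less KLF5 promoter-driven luciferase light; inactives centre near -14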
AI-2 QS modul: Vibrio harveyi AI-2 quorum sensing modulation; 300,000 compounds, 0.4% hits; Vibrio harveyi JMH597 AI-2 luminescence/OD600 ratio, 9 h; stronger effect = lower value; strain lacks LuxN and CqsS sensors; 0 = neutral-control median; activity change, % at 7.5 µM; AID 2094; in the data active = activity change below about -75%, passing the limit was not always enough; inconclusive = no clear call, values can overlap the other calls;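 also: luminescence divided by OD600 gain over 9 h not by final OD600 alone; inactives centre near 13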
PolyA inhibitor: inhibitors of polyadenylation in S. cerevisiae | S. cerevisiae SKY197-pL101 polyadenylation reporter, beta-gal luminescence; efflux-impaired pdr1/pdr3 knockout yeast; score 100 = 6 SD above DMSO | calls only at 12 µM | 300,000 compounds, 0.02% hits | AID 1875;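 active = lowest replicate activity score at least 50, where 100 means six control SD above control mean; inconclusive = lowest score under 50 but half or more replicates reach 50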;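 also: yeast exposed to compound for 9 h at 30 °C; higher score means more reporter readthrough which indicates perturbed polyadenylation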
HSF-1 act: increases HSF-1 driven luciferase reporter signal. NIH3T3-HGL HSF-1 luciferase reporter, MG132, 8 h; 100% = twice DMSO control signal. activation, % at 9 µM. 300,000 compounds, 1.7% hits. AID 504408;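 active = mean replicate activation of at least 50% with a set share of replicates each reaching 50%; inconclusive = only one of those two conditions met; inactive = mean below 50% and too few replicates reaching it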;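 also: 0% = median of the neutral control wells and 100% = twice that signal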
HSF1 inhib: HSF1 inhibition; NIH3T3-HGL HSE-luciferase, MG132-induced, luminescence 8 h; stronger effect = lower value; activity change, negative = inhibition, % at 7.5 µM (by protocol); 300,000 compounds, 0.77% hits; AID 2098;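 active = more than half of replicate wells show activity change below -50%, luminescence cut by over half; inconclusive = some wells, but at most half, below -50%; inactive = no replicate well below -50%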;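 also: luciferase reports HSF-1 transcriptional activity via heat shock element; 0% = median of DMSO wells and -100% = zero luminescence signal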
aSyn 5UTR inh: 5' untranslated region of α-synuclein, MLPCN primary screen; alpha-synuclein 5'UTR reporter, inhibitor activity; inhibition, % (tested at 7.5 µM); 300,000 compounds, 0.82% hits; AID 1813; in the data active = inhibition above about 60%; inconclusive = no clear call, values can overlap the other calls;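 also: H4 neuroglioblastoma cells stably carrying SNCA 5'UTR luciferase fusion; 0% = DMSO wells and 100% = positive control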
GSK3B inh: human GSK3beta kinase inhibition; P49841; GST-GSK3beta kinase, ADP-Glo luminescence, 60 min; stronger effect = lower value; activity score (negative = inhibition), % at 10 µM; 300,000 compounds, 0.038% hits; AID 2097;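 active = more than half of replicate wells score below -50%, meaning over 50% inhibition versus plate controls; inconclusive = some replicates but at most half score below -50%; inactive = no replicate scores below -50%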;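 also: 0% = median DMSO wells and -100% = median GW8510 positive control wells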
Target sequence (P49841 whole entry, looked up): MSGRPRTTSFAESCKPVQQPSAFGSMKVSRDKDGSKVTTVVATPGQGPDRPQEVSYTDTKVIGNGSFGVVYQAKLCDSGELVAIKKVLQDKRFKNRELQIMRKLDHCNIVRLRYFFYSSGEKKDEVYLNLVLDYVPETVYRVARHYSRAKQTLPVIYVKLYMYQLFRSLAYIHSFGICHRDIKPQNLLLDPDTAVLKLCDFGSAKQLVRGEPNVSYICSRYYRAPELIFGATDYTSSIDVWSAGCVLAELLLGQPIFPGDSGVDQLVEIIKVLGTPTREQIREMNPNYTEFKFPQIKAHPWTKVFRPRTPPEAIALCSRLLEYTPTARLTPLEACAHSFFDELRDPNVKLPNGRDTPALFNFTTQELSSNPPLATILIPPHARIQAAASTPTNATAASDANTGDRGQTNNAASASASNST
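Assay system: GST-tagged human GSK3beta kinase, cell-free; Input: 1.6 ng GSK3beta; Medium: Tris/MgCl2 kinase buffer; Timing: 60 min enzyme reaction, room temperature; Signal: ADP-Glo luminescence quantifying ADP generated by kinase; Evaluation: score relative to plate controls; Benchmarks: DMSO neutral wells and GW8510 at 20 µM as positive.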
GSK3 alpha inh: human GSK-3 alpha kinase inhibition. ADP-Glo luminescence, 60 min. inhibition, % at 10 µM. P49840. 320,000 compounds, 0.1% hits;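 in the data active = inhibition above about 50%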;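 also: GST-tagged GSK-3 alpha with peptide substrate and 25 µM ATP; 0% = DMSO neutral wells and 100% = GW8510 positive control wells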
Target sequence (P49840 whole entry, looked up): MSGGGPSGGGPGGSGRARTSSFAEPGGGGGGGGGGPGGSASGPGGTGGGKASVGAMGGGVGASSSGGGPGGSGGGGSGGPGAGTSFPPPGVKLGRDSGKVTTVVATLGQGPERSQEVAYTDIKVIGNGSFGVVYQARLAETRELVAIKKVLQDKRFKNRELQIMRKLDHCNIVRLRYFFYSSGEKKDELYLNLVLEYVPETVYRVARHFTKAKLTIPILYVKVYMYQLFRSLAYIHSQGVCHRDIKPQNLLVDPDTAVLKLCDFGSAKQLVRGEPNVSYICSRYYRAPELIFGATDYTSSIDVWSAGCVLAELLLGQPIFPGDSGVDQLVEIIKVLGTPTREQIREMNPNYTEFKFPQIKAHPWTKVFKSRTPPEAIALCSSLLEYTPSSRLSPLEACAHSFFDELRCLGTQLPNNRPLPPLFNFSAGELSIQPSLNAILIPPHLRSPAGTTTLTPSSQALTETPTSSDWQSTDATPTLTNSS
An asterisk follows results filed as active; i = inactive; ? = inconclusive; / = not tested or not shown.

SMILES	IEC-6 tox	HSP90 refold inh	KLF5 inh	AI-2 QS modul	PolyA inhibitor	HSF-1 act	HSF1 inhib	aSyn 5UTR inh	GSK3B inh	GSK3 alpha inh
CNC(=S)NNC(=O)c1ccccc1Br	-8	-5	-40	5	i	/	/	15	2	-1
COc1ccc(C=O)cc1OC(=O)C1(C)Cc2ccccc2C(=O)O1 (stereo unspecified)	1	3	3	12	i	-12	-6	-6	0	2
Cc1cccc[n+]1CC(=O)c1ccc(NC(=O)c2ccccc2)cc1	5	-2	-13	12	i	6	9	-4	1	0
O=C(O)CCCCCCNS(=O)(=O)c1ccccc1	1	5	-9	25	i	0	-5	6	4	0
COC(=O)c1cn(NC(=O)/C=C/c2cc(OC)ccc2OC)c(=O)c2ccccc12	2	0	-3	10	i	46	2	8	0	0
COc1ccc(OCc2cc(C(=O)N(C)Cc3nnc(C)o3)no2)c(Cl)c1	0	-8	-114	16	i	30	13	-121	-1	-1
CCOC(=O)C1CCN(S(=O)(=O)Cc2ccccc2)CC1	5	6	3	-8	i	18	-1	1	1	-2
Cc1ccccc1N1CCN(C2CCCN(C(=O)CCc3c(C)noc3C)C2)CC1 (stereo unspecified)	-4	2	-1	21	i	35	24	-17	-2	2
COc1ccc(CC(=O)Nc2ccc(N3CCOCC3)cc2)cc1OC	1	1	1	29	i	/	/	/	-1	-2
Cc1cc(C)c(NC(=O)COC(=O)/C=C/c2cccc(C(F)(F)F)c2)c(C)c1	2	-1	-52	16	i	15	-7	-5	0	-1
N#C/C(=N\Nc1ccc(Br)cc1)C(=N)N1CCOCC1	9	-1	-95	16	i	34	16	-123	-4	-1
CC(C)(C)c1ccc2c(c1)N(CC(=O)N1CCCC1)C(=O)CO2	-6	-5	-17	12	i	9	11	-1	-2	-4
CCc1nnc(NC(=O)CSc2ncc(-c3ccccc3)n2C)s1	-4	1	-22	-14	i	5	7	-6	0	-2
CCOC(=O)c1ccc(NC(=O)NCc2c(C)nn(CC)c2C)cc1	4	-3	-19	10	i	4	2	26	0	-2
O=C(CNC(=S)N(CCCN1CCOCC1)Cc1cccs1)NCc1ccc(Cl)cc1	-2	-1	-7	7	i	8	0	17	3	7
O=c1c(F)cn(C2CCCO2)c(=O)n1Cc1c(Cl)cccc1Cl (stereo unspecified)	4	-3	-9	28	i	7	0	4	-3	/
CC(=O)Nc1cc(C(=O)N2CCCC2)ccc1S(=O)(=O)c1ccc(C)cc1	4	1	-8	18	i	-13	6	20	-7	0
Cc1ccc(C)c(C(=O)COC(=O)CCCC(=O)Nc2cc(C(F)(F)F)ccc2Cl)c1	-2	-1	-5	2	i	8	-1	0	-2	-2
CC(=O)Nc1cc(-n2cnnn2)ccc1C	0	2	-11	24	i	7	13	8	-3	-1
O=C1c2ccccc2-c2c1cccc2C(=O)N1CCN(C(=O)c2ccco2)CC1	2	-2	4	14	i	-1	1	8	0	0
c1ccc2c(N3CCOCC3)c3c(nc2c1)CCC3	2	3	-21	/	i	9	0	25	/	5
CCN=C1SC(CC(=O)NC(N)=O)C(=O)N1CC (stereo unspecified)	4	-2	1	4	i	0	-6	-11	-4	-2
O=C(c1ccc(Sc2ccccc2)c([N+](=O)[O-])c1)N1CCOCC1	-6	3	-8	22	i	1	7	20	4	-1
CNC(=O)COc1ccc(S(=O)(=O)Nc2ccc(OC)cc2)cc1	5	-3	-4	12	/	1	-2	-22	3	0
COCCNc1oc(-c2ccco2)nc1S(=O)(=O)c1ccccc1	-1	-3	-12	33	i	-4	0	22	2	0
Cc1ccc(C(CNC(=O)Nc2cccc(C)c2)N2CCN(C)CC2)cc1 (stereo unspecified)	1	-2	-3	16	i	39	9	2	-1	10
CCn1nnnc1SCC(=O)N1CCCc2ccccc21	-1	0	-25	28	i	1	-1	-4	2	-2
COc1cc(-c2nnc(SCC3(c4ccccc4)OCCO3)o2)cc(OC)c1OC	2	2	-18	17	i	5	4	22	-1	-1
C/C(=N\NC(=O)c1nnn(-c2nonc2N)c1CSc1ccccc1)c1ccco1	1	4	-4	3	i	17	3	-3	-1	-1
O=C(COC(=O)c1ccc(O)cc1O)N=c1sccn1Cc1ccccc1Cl	/	/	/	43	i	29	5	2	2	9
CC(NC(=O)c1ccc(F)cc1)c1ccc(F)cc1 (stereo unspecified)	-8	-7	-22	9	i	8	5	2	-2	-5
O=C1CN(C(=O)CNC(=O)c2ccc(Cl)cc2Cl)CCN1	-1	0	-22	29	i	23	1	9	2	0
CC1CCCC(C)N1CCCNC(=O)Cn1c(=O)c2cccn2c2cccnc21 (stereo unspecified)	0	2	-39	17	i	14	-4	15	-1	0
O=C(Nc1nc2ccccc2n1CCN1CCCCC1)C1CCCCC1	-1	-4	13	17	i	3	1	8	-2	0
O=C(NCc1ccco1)c1ccc(-c2ccccc2Cl)o1	-3	-3	-11	4	i	6	15	-38	-5	-3
CC(=O)N(CCC(Cc1ccccc1)c1ccc2c(c1)OCO2)Cc1ccc(Cl)cc1 (stereo unspecified)	1	3	-29	11	i	19	-7	7	-1	-1
Cc1cc(C)cc(C(=O)NCC(=O)NCc2ccc(S(N)(=O)=O)cc2)c1	5	3	-9	4	i	7	-2	9	-1	-4
CN(C)c1ccc(C=NCCC2(c3ccccc3)CCOC(C)(C)C2)cc1 (stereo unspecified)	1	2	-21	4	i	8	14	-8	-3	/
O=S(=O)(/N=C(/c1ccc(Cl)cc1)N1CCOCC1)c1ccc(Cl)cc1	0	2	11	25	i	5	-1	27	3	-2
O=C(COc1ccc2ccccc2c1)Nc1cccc2cccnc12	-3	1	-27	22	i	25	2	10	-2	1
CCSc1ncc(CO)c(N)n1	-1	-3	-27	11	i	-6	-6	1	1	-4
CC(=O)c1cc(C(=O)N2CCCC(C(=O)c3ccc(Cl)cc3)C2)cs1 (stereo unspecified)	5	-4	-15	-1	i	5	-7	9	1	0
CC(C)(C)NC(=O)CSc1nc2ccc(NC(=O)CSc3nnnn3Cc3ccccc3)cc2s1	1	-2	-26	24	/	19	10	-3	2	-12
CCOc1ccc(S(=O)(=O)N2CCC(C(=O)NCc3ccco3)CC2)cc1C	0	-3	-17	10	i	-6	1	54	-4	-1
Clc1ccc(N=NN2CCOCC2)cc1	6	1	-3	11	i	?	25	-70	0	-3
O=S(=O)(NC1CC1)c1ccc(Cl)cc1F	-9	0	2	/	i	4	-6	-1	/	0
Cc1cc2cc(CNC(=O)CCC(=O)O)ccc2n1C	1	1	-26	18	i	-15	1	2	1	-3
CC1CC(C)CN(S(=O)(=O)c2ccc(C(=O)NCCCn3ccnc3)cc2)C1 (stereo unspecified)	4	2	6	-5	i	-29	-12	98*	-1	-4
COc1ccc(Br)cc1/C=N/NC(=O)C(c1ccncc1)N1CCOCC1 (stereo unspecified)	-2	0	23	-2	i	-1	-6	-8	0	-2
Cc1ccc(C)c(N2CCN(C(=O)CCC(=O)Nc3nnc(C(F)(F)F)s3)CC2)c1	5	-1	-17	13	i	1	7	14	0	/
COc1ccc(C2C(C(N)=O)=C(C)Nc3nc(CCCO)nn32)cc1 (stereo unspecified)	7	3	-18	11	i	-13	-3	-7	1	1
COc1cccc(NC(=O)Cn2c(-c3cncs3)nc3ccccc32)c1	3	-3	-39	7	i	5	-1	-30	-2	3
COc1cc(OC)c(C(=O)NNC(=S)NC2CCCCC2)cc1OC	0	0	-29	28	i	-5	-2	22	1	3
CC1=CC(C)C(/C=N/n2cnnc2)C(C)C1 (stereo unspecified)	-1	-1	-3	12	i	-9	0	-8	-2	/
CCOc1ccc(S(=O)(=O)N(CC)CC(=O)NC2CC2)cc1	-5	-1	-21	18	i	30	0	0	-2	0
Cc1ccc(C(=O)NNC2=Nc3cc([N+](=O)[O-])ccc3OC2)cc1	-1	0	-26	29	i	30	22	-4	2	-1
O=C(O)CC/C(=C\c1cc([N+](=O)[O-])ccc1Cl)c1nc2ccccc2s1	5	5	-47	59	i	2	-6	-2	5	-7
O=C(c1cc(F)ccc1F)C1CCCN(C(=O)c2cccs2)C1 (stereo unspecified)	-4	-2	-13	13	i	-1	4	21	6	-3
COc1ccc(NC(=O)CCCCCN2C(=O)CCC2=O)cc1Cl	2	-1	-17	13	i	-1	1	2	2	0
COc1ccc(C(=O)NCCSc2ccccn2)cc1	-8	13	-136	5	i	44	22	36	3	/
The results go on.
SMILES	IEC-6 tox	HSP90 refold inh	KLF5 inh	AI-2 QS modul	PolyA inhibitor	HSF-1 act	HSF1 inhib	aSyn 5UTR inh	GSK3B inh	GSK3 alpha inh
O=C(Nc1nnc(-c2ccccc2F)s1)Nc1ccccc1F	-11	-6	-21	16	i	20	-2	-155	2	-1
CN(C(=O)CCN1C(=O)/C(=C/c2ccccc2)SC1=S)C1CCS(=O)(=O)C1 (stereo unspecified)	-4	1	-4	16	i	2	-12	-3	-1	-1
O=C(CC(c1ccccc1)c1ccccc1O)NCc1ccccc1 (stereo unspecified)	-11	-4	-12	23	i	6	7	1	1	-1
CCN(CC)CCC(=O)NN	2	0	-5	10	i	-8	-1	-4	0	-2
CC(=O)Nc1ccc(Nc2nc(C(F)(F)F)nc3c2nnn3Cc2ccccc2Cl)cc1	-2	-1	-33	13	i	28	-2	3	-1	-1
CCCCN(C)C(=O)Cn1nc(-c2ccc(Cl)cc2)ccc1=O	1	2	-33	2	i	20	8	-2	2	-4
O=C(Nc1cnn(Cc2c(Cl)cccc2Cl)c1)C(c1ccccc1)c1ccccc1	-7	0	-28	-27	i	-13	6	13	0	6
CC(C)Cc1ccc(C(C)C(N)=NCCc2ccccc2)cc1 (stereo unspecified)	64*	7	-9	16	i	19	9	-75	-5	2
CCCn1nc2cc(C(=O)NCc3ccccc3OC)ccc2c1OCC	1	-4	-5	3	i	3	-8	2	6	1
O=c1[nH]c(C2CCCN(S(=O)(=O)c3ccccc3)C2)nc2c1nnn2Cc1ccccc1Br (stereo unspecified)	-4	0	1	7	i	4	4	7	-3	-2
O=C(O)CC1(CC(=O)NCc2cc(F)cc3c2OCOC3)CCCCC1	0	7	-13	-9	i	19	0	1	3	-2
O=S(=O)(NCC(c1ccccc1)N1CCC(O)CC1)c1ccc(Cl)cc1 (stereo unspecified)	-4	-6	0	6	i	7	3	5	0	0
N#Cc1cccc(NC(=O)Cn2cnc(S(=O)(=O)N3CCOCC3)c2)c1	0	-2	3	24	i	-4	1	8	0	-2

Assay outcomes deposited in PubChem BioAssay by several laboratories.

Only part of the results is shown; rates above refer to the full screens.
